# USP2a block: inhibitors of human ubiquitin-specific protease USP2a. Potency, µM (titrated, usually from 38.3 µM), for inactives: at the top dose activity change, negative = inhibition, usual class: inhibitors. 330,000 compounds, 0.01% hits. USP2 core, Ub-CHOP2 coupled fluorogenic reporter, 485/531. AID 463254. O75604;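 note: potency is the fitted concentration of half-maximal effect; plate controls were DMSO wells for no effect and full inhibition by NEM control for full effect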
#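 Cell-free coupled assay: 10nM USP2 core preincubated 30min RT with compound in Tris-HCl pH 8.0/CaCl2/CHAPS buffer, then 25nM Ub-CHOP2 and 25nM reporter substrate; fluorescence (Ex 485/Em 531) read after 60min RT, normalized to NEM inhibition, concentration-response curves fitted.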
# Eya2 inh: blocks the phosphatase activity of human Eya2; Potency, µM (series often up to 76.9 µM), for inactives: at the top dose activity, negative = inhibition, hits mostly inhibitors; 330,000 compounds, 0.006% hits; recombinant Eya2, OMFP fluorescence dephosphorylation (OMFP is methylfluorescein phosphate); note: potency is the fitted concentration of half-maximal effect; % is set by controls: 0 for no effect and ±100 for the full control effect
#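 Eya2 (0.2 uM) preincubated 10 min at ambient with compound, then OMFP substrate added at 50 uM; 10 min reaction in 50 mM HEPES pH 7.5, 50 mM NaCl, 5 uM MgCl2, 0.05% BSA, 1 mM DTT. Fluorescence read at Ex 485/Em 525 nm.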
# KCNH2 3.1 block: KCNH2 3.1 (human) potassium channel inhibition; activity change, % (tested at about 1.8 µM); U2OS KCNH2 3.1, thallium flux FluxOr; active compounds read low; 340,000 compounds, 0.95% hits;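 active = maximum activity change below -70%; inconclusive = maximum activity change from -70% to -50%; inactive = maximum activity change above -50%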;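 note: thallium influx rate constant from kinetic fluorescence after stimulation buffer; % is set by controls: 0 for no effect and ±100 for the full control effect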
#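 Channel expression came from 3.1 mutant virus (1.77 x 10^8 /mL) applied to suspended U2OS cells for 4 h. Flux was tracked with FluxOr dye plus Red40 quencher, and kinetic rate constants normalized to controls.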
# AT treatment: candidate therapy for ataxia-telangiectasia; […] A-T fibroblasts, KAP-1 phosphorylation AlphaLISA; neocarzinostatin DNA damage 30 min before lysis; Potency, µM (top dose mostly 57.5 µM), inactives show at the top dose activation, hits mostly activators; 320,000 compounds, 0.19% hits; AID 485349; note: potency is the fitted concentration of half-maximal effect; % of control where 0% means no effect; nearly all actives have a fitted effect of over 45% in size
#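 hTERT-immortalized A-T patient fibroblasts ([…]), 500 cells/well in OPTI-MEM, 1% FBS, got compounds for 60 min, then NCS for 30 min at 37C. Lysates were then assayed for phospho-KAP-1 by AlphaLISA (anti-pKAP1 donor, anti-KAP1 acceptor beads), 6 hr at 25C.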
# TCR act: T cell receptor activation. Potency, µM (doses to about 9.22 µM), for inactives: at the top dose activation of IL-2 secretion, most hits filed as activators. primary human leukocytes, anti-CD3, IL-2 HTRF, 48 h. 330,000 tested, under 10 active; note: % of control where 0% means no effect
#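 Compounds are tested in HTS on primary human leukocytes co-incubated with a-CD3 beads for 48 hr. IL-2 output is measured by time-resolved FRET.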
# TRPV1 ag: activates the human vanilloid receptor TRPV1; Q8NER1; TRPV1-expressing cells, Fluo-8 calcium influx, agonist mode; activation, % at 8.33 µM; 320,000 compounds, 0.19% hits; AID 540275; in the data active = activation above about 80%; inconclusive = between about 30% and that limit; note: 0% is about no effect
#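 Cells expressing TRPV1 were dye-loaded with Fluo-8 and read kinetically: 10 s baseline, 3 min after compound (agonist portion), then 2 min after EC20 capsaicin (allosteric enhancer portion). Calcium-bound dye fluorescence at 480/520 nm.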
# ELG1 DNA repair: inhibitors of ELG1-dependent DNA repair in HEK293T cells. 330,000 compounds, 2.3% hits. Potency, µM (series often up to 46.1 µM), for the others: at the highest dose activity change, negative = inhibition, usual class: inhibitors. AID 504467. HEK293T ELG1-luciferase reporter, luminescence, 16 h; DNA damage induced by 5-fluorouridine; note: potency is the fitted concentration of half-maximal effect; % is set by controls: 0 for no effect and ±100 for the full control effect; nearly all actives have a fitted effect of over 55% in size
#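 5-Fluorouridine DNA damage + compound/DMSO, 2,000 cells/well, 16 h, 37 °C/5% CO2. ONE-Glo, 30 min RT, luminescence. Readout = decrease in reporter signal.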
# TSHR antagonist: human thyrotropin receptor antagonism | TSHR-expressing cells, TSH-stimulated cAMP HTRF, 2 h; active compounds read low | 330,000 compounds, 0.2% hits | P16473 | AID 504810 | activity change, negative = inhibition, % at 11.5 µM;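 active = activity change below a set negative limit, meaning inhibition stronger than a set level, cut at about -70% in these data; inconclusive = activity change between two set negative limits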; note: % is set by controls: 0 for no effect and ±100 for the full control effect
#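 Competitive HTRF cAMP read-out (cryptate anti-cAMP antibody, cAMP-d2; 30 min, room temperature) in freshly harvested TSHR cells. Compounds added before TSH at EC80 (4nM final), followed by 2 hours' incubation at 37 deg C.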
# Mito fusion yeast: blocks mitochondrial division or promotes mitochondrial fusion; S. cerevisiae fusion-defective mutant growth rescue, CellTiterGlo 48 h; Potency, µM (top dose mostly 46.1 µM), without a hit: at the highest dose growth rescue (activation), usual class: activators; 320,000 compounds, 0.23% hits; AID 485298;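 note: potency is the fitted concentration of half-maximal effect; % of control where 0% means no effect; nearly all actives have a fitted effect of over 45% in size; temperature-sensitive fusion mutants such as fzo1-1 at 37 °C on non-fermentable ethanol glycerol medium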
#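 Growth-rescue viability read-out: after 48 h at the non-permissive 37C in glycerol/ethanol YPEG, yeast mitochondrial fusion mutants are measured by CellTiterGlo luminescence; compounds (23 nl pinned per well) restoring growth score as division inhibitors or fusion activators.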
# hERG WT inh: blocks the wildtype human KCNH2 potassium channel | Q12809 | U2OS, BacMam KCNH2, thallium flux FluxOr; active compounds read low | activity change, % at 1.84 µM | 340,000 compounds, 0.37% hits | AID 720551;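 active = maximum activity change below -70%; inconclusive = maximum activity change between -70% and -50%; inactive = maximum activity change above -50%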; note: % is set by controls: 0 for no effect and ±100 for the full control effect
# Target sequence (Q12809 whole entry, looked up): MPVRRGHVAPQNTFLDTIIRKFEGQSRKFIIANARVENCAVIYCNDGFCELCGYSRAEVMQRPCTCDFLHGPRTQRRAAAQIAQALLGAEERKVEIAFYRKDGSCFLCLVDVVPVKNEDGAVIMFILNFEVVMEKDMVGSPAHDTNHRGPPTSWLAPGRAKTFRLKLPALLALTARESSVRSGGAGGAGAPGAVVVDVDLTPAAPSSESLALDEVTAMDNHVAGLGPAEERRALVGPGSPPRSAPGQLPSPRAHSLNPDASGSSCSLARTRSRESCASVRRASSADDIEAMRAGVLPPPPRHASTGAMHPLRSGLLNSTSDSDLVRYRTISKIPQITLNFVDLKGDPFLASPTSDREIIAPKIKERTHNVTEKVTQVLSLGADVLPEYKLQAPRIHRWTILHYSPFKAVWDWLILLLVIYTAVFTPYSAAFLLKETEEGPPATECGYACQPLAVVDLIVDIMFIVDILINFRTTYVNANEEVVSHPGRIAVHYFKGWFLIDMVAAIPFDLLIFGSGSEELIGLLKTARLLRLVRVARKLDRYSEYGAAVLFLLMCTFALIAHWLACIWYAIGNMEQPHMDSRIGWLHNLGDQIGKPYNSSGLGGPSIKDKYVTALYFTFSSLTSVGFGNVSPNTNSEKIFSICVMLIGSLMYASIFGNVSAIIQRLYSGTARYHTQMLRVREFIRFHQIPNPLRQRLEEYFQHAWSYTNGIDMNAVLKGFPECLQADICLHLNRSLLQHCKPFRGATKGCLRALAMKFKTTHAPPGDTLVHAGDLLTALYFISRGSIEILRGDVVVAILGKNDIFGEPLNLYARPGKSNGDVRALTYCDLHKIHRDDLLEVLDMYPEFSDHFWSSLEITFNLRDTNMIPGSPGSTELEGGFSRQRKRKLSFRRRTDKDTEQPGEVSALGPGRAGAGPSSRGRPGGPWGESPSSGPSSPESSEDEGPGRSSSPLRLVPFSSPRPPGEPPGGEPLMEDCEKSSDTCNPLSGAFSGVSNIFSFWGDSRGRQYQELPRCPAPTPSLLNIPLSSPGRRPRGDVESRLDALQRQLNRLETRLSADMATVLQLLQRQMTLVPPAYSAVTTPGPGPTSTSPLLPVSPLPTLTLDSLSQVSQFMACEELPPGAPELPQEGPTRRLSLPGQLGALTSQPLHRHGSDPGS
#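 U2OS cells transduced with wild-type KCNH2 virus are loaded with FluxOr dye for 45 min, and thallium flux is measured in kinetic reads before and after stimulation buffer. Rate constants are normalized to DMSO controls.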
# The depositor's hits bear a star; ? = inconclusive; nt = no result given; [ ] = another dose, or the depositor's remark. Unless noted, calls come from the whole dose curve; as a rule, active = well fitted curve in the direction sought with a large enough effect; inconclusive = small, poorly fitted or top-dose-only effect, or another doubt; inactive = no such curve, though single readings can be large; an effect the other way counts as inactive or inconclusive. These rows are one share of the data; rates above refer to the full screens.
SMILES,USP2a block,Eya2 inh,KCNH2 3.1 block,AT treatment,TCR act,TRPV1 ag,ELG1 DNA repair,TSHR antagonist,Mito fusion yeast,hERG WT inh
COC(=O)c1ccccc1NC(=O)c1cccc(NC(=O)c2ccc(Br)o2)c1C,-1%,-41%,-10,-11%,-3%,-1,?,3,-20%,-2
O=C(NNc1ncc(C(F)(F)F)cc1Cl)c1ccc(Cl)c(Cl)c1,3%,8%,11,-3%,1%,9,-18%,-11,4%,-4
CCOC(=O)CSc1nnc(-c2ccc(NS(=O)(=O)c3ccc(C)cc3)cc2)o1,0%,5%,-3,1%,7%,0,2%,-12,-4%,1
CCOC(=O)c1c(-c2ccc(C)o2)csc1NC(=S)NC(=O)N(C)C,-1%,0%,12,27%,0%,3,?,-26,1%,-22
NC1=NC[C@H](Cc2ccc(O)cc2)N1CCCCC1CCCCC1,-11%,2%,32,-16%,0%,0,?,-9,15%,0
O=C(CSc1nnc(-c2ccncc2)o1)Nc1cccc(Cl)c1,0%,7%,-5,4%,-10%[46.1 µM],nt,?,5,nt,-19
CCOc1ccc(CCNC(=O)c2ccc(CS(=O)Cc3cccc(Cl)c3)o2)cc1 (configuration not stated),-1%,-4%,-19,8%,10%,18,-12%,-10,5%,12
Cc1ccc(Oc2ccc(-c3nc(N)nc(N)n3)cc2)cc1C,0%,-31%,0,-4%,7%,-2,-8%,?,7%,11
CCN(CC)CCCC(C)NC(=O)c1c(NC(=O)c2ccccc2)sc2c1CCCC2 (configuration not stated),-1%,3%,-26,8%,7%,-1,-2%,-13,-10%,-2
O=C(COC(=O)C1CCC1)Nc1cccc(S(=O)(=O)N2CCOCC2)c1,1%,-11%,-22,3%,1%,14,8%,3,-1%,-11
CCOC(=O)c1sc(NC(=O)C(OC(C)=O)c2ccccc2)nc1C (configuration not stated),-1%,-3%,-6,-1%,3%[46.1 µM],-2,?,13,1%,23
CCCCN(Cc1ccccc1)S(=O)(=O)c1cc(Br)cc2c1N(C(C)=O)C(C)C2 (configuration not stated),0%,-16%,-4,3%,-3%,13,?,1,?,0
NS(=O)(=O)c1cccc(NC(=O)COC(=O)Cc2ccc(S(=O)(=O)N3CCCCC3)s2)c1,1%,-10%,7,?,5%,4,8%,3,-1%,-9
Cc1cccc(CNc2ncnc3ccc(-c4ccc5c(ccn5C)c4)cc23)c1,3%,12%,nt,6%,nt,nt,nt,-8,-29%,nt
CS(=O)(=O)NCCCCCCNS(C)(=O)=O,5%,3%,12,-2%,3%,-1,15%,6,4%,7
Fc1ccccc1NC(=S)NCCc1cccc(Cl)c1,5%,-1%,-7,13%,1%,?,?,-5,-2%,-10
CCC(CC)C(=O)NCCc1cc2ccc(C)c(C)c2[nH]c1=O,4%,-15%,nt,-6%,nt,-2,5%,-1,-3%,nt
COC(=O)C1=C(C)N(C2CCCCC2)C(=O)/C1=C\c1cccs1,-7%,2%,0,5%,3%,30,-6%,34,-1%,-15
COc1ccc(COCC(O)CN(Cc2ccccc2)C(C)C)cc1OC (configuration not stated),2%,16%,24,-3%,-2%,19,15%,12,0%,nt
COc1cccc(NC(=O)COC(=O)c2ccccc2C(=O)N(C)c2ccccc2)c1,-6%,-15%,12,-5%,5%,1,1%,-11,4%,-11
O=C(Nc1ccc2c(c1)OCCO2)c1cccs1,2%,-19%,20,-7%,0%[46.1 µM],?,?,4,-7%,-3
CCOc1ccc(NC(=O)CN(C)C(=O)CN2C(=O)NC3(CCCC3)C2=O)cc1OCC,0%,-31%,6,-11%,10%,-2,5%,4,-7%,1
CCN(CCO)c1cc(Cl)nc(SC)n1,-1%,-3%,-1,-3%,0%,-3,-27%,2,-1%,5
CCNC(=O)COc1ccc(/C=N/NC(=O)c2cccnc2)cc1OC,3%,12%,11,3%,2%,0,21%,10,-1%,18
O=C(Nc1ccc2c(c1)oc1ccccc12)c1ccc(Br)o1,1%,-13%[15.4 µM],-14,3%,7%,?,?,-7,7%,14

# Some of the entries above, set out differently:
Compound | USP2a block | Eya2 inh | KCNH2 3.1 block | AT treatment | TCR act | TRPV1 ag | ELG1 DNA repair | TSHR antagonist | Mito fusion yeast | hERG WT inh
CCCCN(Cc1ccccc1)S(=O)(=O)c1cc(Br)cc2c1N(C(C)=O)C(C)C2 (configuration not stated) | 0% | -16% | -4 | 3% | -3% | 13 | ? | 1 | ? | 0
NS(=O)(=O)c1cccc(NC(=O)COC(=O)Cc2ccc(S(=O)(=O)N3CCCCC3)s2)c1 | 1% | -10% | 7 | ? | 5% | 4 | 8% | 3 | -1% | -9

# The listing continues:
SMILES,USP2a block,Eya2 inh,KCNH2 3.1 block,AT treatment,TCR act,TRPV1 ag,ELG1 DNA repair,TSHR antagonist,Mito fusion yeast,hERG WT inh
COc1cccc(/C=C/C(=O)OCC(=O)Nc2cc(C(F)(F)F)ccc2Cl)c1,2%,-7%,-24,-5%,0%[46.1 µM],0,22%,-1,7%,-3
Cc1ccc2[nH]c(=O)c(-c3noc(CC(C)C)n3)cc2c1,-4%,-4%,-2,10%,-3%,-2,-8%,1,2%,-4
Cc1nc2c(N=Nc3ccccc3F)c(N)nn2c(N)c1C#N,3%,-8%,-8,1%,6%,0,4%,6,-3%,-1
COc1ccc(NC(=O)Nc2cc(NC(=O)Nc3ccc(OC)cc3)c(C)nc2C)cc1,0%,1%,1,3%,2%[46.1 µM],-3,7%,8,-4%,-7
COc1ccc(CCn2c(=N)c(C(=O)NC3CCCC3)cc3c(=O)n4ccccc4nc32)cc1,1%,7%,?,-9%,1%,22,-17%,-12,2%,-30
CCN(CC)S(=O)(=O)c1ccc(NC(=O)COC(=O)c2c[nH]c(=O)[nH]c2=O)cc1,0%,14%,-2,-7%,-1%,0,2%,8,1%,-6
C=CC#CC[N+]1(CC#Cc2ccccc2)CCOCC1,?,0%,-8,-5%,-2%[46.1 µM],-2,-19%,11,4%,-13
Cc1cccc2cc(C(c3nnnn3C(C)(C)C)N3CCN(C(=O)c4ccco4)CC3)c(=O)[nH]c12 (configuration not stated),4%,1%,7,3%,-4%,1,0%,0,0%,-19
Cc1[nH]c2ccccc2c1/C=N/NC(=O)c1cccs1,0%,-21%,25,2%,-3%,1,?,11,1%,nt
CC(C)c1ccc(C2c3[nH]c4ccccc4c3C[C@H]3C(=O)N(c4ccccc4C(=O)N4CCC[C@H]4C(=O)O)C(=O)N23)cc1 (some centres not stated),-14%,-18%,19,-16%,-6%,1,?,5,0%,13
C=CC[C@@H](CC(=O)N(CCO)Cc1ccccc1)C(=O)NCCOC(=O)[C@@H](CC=C)Cc1ccc(F)cc1,-6%,-7%,nt,3%,4%,nt,?,-11,nt,2
O=C(O)CCC(=O)Nc1ccc(N2CCOCC2)cc1,-1%,-4%,26,-2%,-1%,-1,0%,3,-3%,1
CN(Cc1cccnc1)C(=O)CNC(=O)COc1ccccc1,-2%,9%,-2,0%,-2%,3,7%,8,10%,5
O=C(NCc1ccncc1)C1COc2ccccc2O1 (configuration not stated),-1%,16%,4,-5%,1%,-1,-2%,-4,1%,0
COc1ccc2oc(C(=O)OCC(=O)N3CCN(S(=O)(=O)c4ccccc4)CC3)c(C)c2c1,0%,-20%,-1,0%,-4%,1,-15%,-14,8%,0
CCCC(=O)Nc1ccc(-c2csc(-c3cccnc3)n2)cc1,1%,-10%,6,14%,nt,0,-19%,2,1%,-4
O=C(Nn1cnnc1)C(c1ccccc1)c1ccccc1,2%,-11%,3,6%,-8%,-6,?,-43,2%,-1
COC(=O)[C@H](c1ccccc1Cl)N1CCc2sccc2C1,-1%,7%,28,6%,-2%,14,-3%,-6,7%,8
COc1cccc(CNc2ccc3[nH]c(=O)[nH]c3c2)c1OCc1ccc(F)cc1,0%,-10%,12,-2%,11%,8,?,2,4%,24
CCn1c(-c2ccccc2)c(C(=O)CCl)c2ccccc21,4%,-20%,-10,5%,2%,2,25%,-6,7%,-14
Cn1c(=O)oc2cc(C(=O)c3ccccc3)ccc21,0%,5%,-7,-1%,8%,2,10%,19,-2%,18
COc1ccc(C2CC(c3cccc(Br)c3)=NN2c2ccc(S(N)(=O)=O)cc2)cc1 (configuration not stated),2%,4%,-6,32%,3%[46.1 µM],nt,-15%,10,nt,-7
CC1Cc2ccccc2N1C(=O)CSc1nnc(Cc2ccccc2)n1CCc1ccccc1 (configuration not stated),4%,-24%,-6,3%,-7%,?,18µM*,-4,21%,-7
CN1CCN(C2=Nc3c(Cl)cc(Cl)c4cccc2c34)CC1,7%,-24%,-5,-6%,2%,4,1%,-6,4%,nt
NC(=O)c1ccc(NC(=O)CCCNC(=O)c2ccc(Cl)cc2)cc1,-1%,3%,-20,5%,2%,-1,?,19,10%,-3
Nc1cc(=O)[nH]c(SCC(=O)Nc2ccc3c(c2)CCC3)n1,-17%,-3%,6,-2%,-1%,0,-8%,-11,-3%,6
COc1cc(/C=N/NC(=O)NC23CC4CC(CC(C4)C2)C3)ccc1O,-2%,15%,-6,-12%,2%,0,16%,-3,7%,1
